Compound activity deposited in PubChem by National Center for Advancing Translational Sciences (NCATS).
ELG1 repair inh – inhibitors of ELG1-dependent DNA repair in HEK293T cells; HEK293T ELG1-luciferase reporter, luminescence, 16 h; DNA damage induced by 5-fluorouridine; Potency, µM (highest dose often 46.1 µM), without a hit: top-dose activity change, negative = inhibition, usual class: inhibitors; 2.3% of 330,000 active; also: potency is read from the fitted curve at half-maximal effect; % is scaled to controls: 0 for no effect and ±100 for the full control effect; nearly all actives have a fitted effect of over 55% in size
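Quantitative HTS, concentration-response format. 2,000 cells/well co-treated with 5-fluorouridine and compound, 16 hr in 5% CO2 at 37 °C; ONE-Glo luminescence read after 30 min.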
p53 reactivator – restores transcriptional activity of mutant p53. 0.063% of 320,000 active. H1299 p53-A138V BP100-luciferase reporter, luminescence, 24 h. Potency, µM (series often up to 92.2 µM), without a hit: at the highest dose activity change, positive = activation, hits mostly activators; also: potency is read from the fitted curve at half-maximal effect; % of control where 0% means no effect; nearly all actives have a fitted effect of over 45% in size
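H1299 (p53-null), stable ts p53-A138V + BP100-Luc; 1000 cells/well, Opti-MEM/10% FBS; cpd 4 pt, 1:5; 24 h, 37 deg C, 5% CO2; detection reagent 10 min RT; luminescence.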
BRCA1 expr act – activators of BRCA1 expression; MCF7-BRCA1-FFLuc reporter, luminescence, 48 h; response scale: scaled: vehicle 0%, 10 µM genistein 100%; Potency, µM (doses to about 46.1 µM), for inactives: top-dose activation, hits mostly activators; 1.1% of 380,000 active; also: potency is read from the fitted curve at half-maximal effect; nearly all actives have a fitted effect of over 80% in size; some results filed as inactive show a strong effect at the top dose
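Luminescence from a BRCA1-driven firefly luciferase in MCF7 cells was the read-out, taken 15 min after substrate addition following 48 h compound exposure at 37 °C. Data were normalized to a 10 microM genistein control and DMSO vehicle.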
PTAP TSG101 blk – blocks PTAP/TSG101 interaction to inhibit HIV-1 budding; Potency, µM (series often up to 115 µM), without a hit: top-dose activity change, negative = inhibition, actives largely listed as inhibitors; Q99816; Fluorescence polarization, FITC-PTAP peptide / Tsg101 binding; 340,000 tested, under 10 active; AID 493005; active = well fitted inhibition curve with a large enough effect in the main read-out, with a control signal flat, not every such curve was filed as active; inconclusive = small, poorly fitted or top-dose-only effect, or effect the other way, or a change in a side signal; inactive = no such curve, though single readings can be large or run the other way; also: potency is read from the fitted curve at half-maximal effect; % of control where 0% means no effect
Target sequence (Q99816 whole entry, looked up): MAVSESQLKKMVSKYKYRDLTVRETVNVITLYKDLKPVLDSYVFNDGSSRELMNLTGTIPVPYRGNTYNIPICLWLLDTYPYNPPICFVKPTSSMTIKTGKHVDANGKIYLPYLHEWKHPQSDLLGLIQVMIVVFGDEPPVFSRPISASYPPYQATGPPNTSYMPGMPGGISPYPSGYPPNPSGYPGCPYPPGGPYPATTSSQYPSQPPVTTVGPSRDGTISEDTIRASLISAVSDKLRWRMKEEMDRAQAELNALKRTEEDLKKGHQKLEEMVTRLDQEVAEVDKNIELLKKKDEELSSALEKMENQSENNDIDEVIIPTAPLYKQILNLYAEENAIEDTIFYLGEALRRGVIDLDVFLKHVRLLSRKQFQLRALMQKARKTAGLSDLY
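Steps: Tsg101 binding domain dispensed (10 uM final), compounds pinned in DMSO, FITC-labeled PTAP-motif peptide added (50 nM final); after 20 min binding at room temperature, polarization measured.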
TCR act – activators of T cell receptors | primary human leukocytes, anti-CD3, IL-2 HTRF, 48 h | Potency, µM (top dose mostly 9.22 µM), without a hit: top-dose activation of IL-2 secretion, most hits filed as activators | 330,000 tested, under 10 active | AID 504894; also: % of control where 0% means no effect
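Primary human leukocytes receive a-CD3 beads and test compound and are incubated 48 hr. Secreted IL-2 is then assayed by HTRF, measuring 665nm acceptor emission after 320nm excitation of the europium donor.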
CXXC DNA block – inhibitors of human MLL CXXC domain-DNA interaction. Q03164. MLL-CXXC / FITC-HOXA9 DNA fluorescence polarization. Potency, µM (top dose mostly 115 µM), without a hit: top-dose activity change, negative = inhibition, usual class: inhibitors. 0.037% of 290,000 active; active = well fitted inhibition curve with a large enough effect in the polarisation, with a control signal flat, not every such curve was filed as active; inconclusive = small, poorly fitted or top-dose-only effect, or effect the other way, or a change in a side signal; inactive = no such curve, though single readings can be large or run the other way; the % refers to the polarisation; also: potency is read from the fitted curve at half-maximal effect
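Fluorescence polarization: 7 uM MLL-CXXC (stock) preincubated 5 min with compounds, then 50 nM fluorescein-HOX-A9 DNA (stock) added; 30 min ambient. Buffer 50 mM Tris-HCl pH 7.5, 50 mM NaCl, 1 mM DTT, 0.05% BSA.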
AT treatment – potential ataxia-telangiectasia treatment | 0.19% of 320,000 active | […] A-T fibroblasts, KAP-1 phosphorylation AlphaLISA; neocarzinostatin DNA damage 30 min before lysis | Potency, µM (series often up to 57.5 µM), for inactives: at the highest dose activation, usual class: activators | AID 485349; also: potency is read from the fitted curve at half-maximal effect; % of control where 0% means no effect; nearly all actives have a fitted effect of over 45% in size
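ATM-like activity read as KAP-1 phosphorylation via AlphaLISA donor/acceptor antibody pairs after lysis and 6 hr at 25C. Cells were ATM-null patient fibroblasts ([…], hTERT), dosed 60 min, then exposed to the DSB inducer NCS for 30 min.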
TRPV1 agonist – activates the human vanilloid receptor TRPV1. AID 540275. activation, % at 8.33 µM. Q8NER1. TRPV1-expressing cells, Fluo-8 calcium influx, agonist mode. 0.19% of 320,000 active; in the data active = activation above about 80%; inconclusive = between about 30% and that limit; also: 0% is about no effect
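TRPV1-expressing cells were cultured overnight at 35.5C and loaded with Fluo-8 calcium dye for 40 to 90 min at room temperature. After a 10 s baseline, compound was added and calcium influx was read kinetically for 3 min (ex 480/em 520 nm).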
B2AR arrestin – beta2AR (human) beta-arrestin recruitment activity. P07550. beta-arrestin recruitment to beta2AR, cell-based reporter. Potency, µM (doses to about 46.1 µM), inactives show at the highest dose activation, most hits filed as activators. 0.02% of 330,000 active;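 also: potency is read from the fitted curve at half-maximal effect; 0% = DMSO controls and full agonism = EC100 isoproterenol or metaproterenol; nearly all actives have a fitted effect of over 65% in size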
Target sequence (P07550 whole entry, looked up): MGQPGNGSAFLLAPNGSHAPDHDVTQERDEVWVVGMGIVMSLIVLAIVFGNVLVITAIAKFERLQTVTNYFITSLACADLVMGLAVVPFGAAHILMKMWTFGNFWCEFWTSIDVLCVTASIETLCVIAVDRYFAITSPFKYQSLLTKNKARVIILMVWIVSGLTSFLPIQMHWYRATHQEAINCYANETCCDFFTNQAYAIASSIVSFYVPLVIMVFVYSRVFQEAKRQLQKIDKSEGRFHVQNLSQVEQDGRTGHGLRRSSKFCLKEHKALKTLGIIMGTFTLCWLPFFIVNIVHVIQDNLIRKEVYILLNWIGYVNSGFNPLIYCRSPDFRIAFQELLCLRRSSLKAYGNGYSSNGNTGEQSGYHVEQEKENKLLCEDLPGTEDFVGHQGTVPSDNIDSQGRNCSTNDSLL
Integrin act MD – activators of alpha7 integrin expression for muscular dystrophy; alpha7betagal myoblasts, beta-gal FDG fluorescence, 48 h; Potency, µM (series often up to 38.3 µM), for the others: at the highest dose activation, hits mostly activators; 0.064% of 350,000 active; AID 624291;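 also: potency is read from the fitted curve at half-maximal effect; 100% = response of the positive control SU9516; nearly all actives have a fitted effect of over 60% in size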
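alpha7betagal+/- myoblasts (passage 13, 250/well) treated 48 h at 37C with compounds at 1:260 dilution of DMSO stock. Lysed, then beta-galactosidase activity read as FDG fluorescence (ex 480/em 540) after 30 min, with pre-read for autofluorescence.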
* = called active by the depositor; u = inconclusive; x = no result given; [ ] = remark or other dose. Unless noted, calls follow the shape of the dose curve; as a rule, active = well fitted curve in the direction sought with a large enough effect; inconclusive = small, poorly fitted or top-dose-only effect, or another doubt; inactive = no such curve, though single readings can be large; an effect the other way counts as inactive or inconclusive.

SMILES	ELG1 repair inh	p53 reactivator	BRCA1 expr act	PTAP TSG101 blk	TCR act	CXXC DNA block	AT treatment	TRPV1 agonist	B2AR arrestin	Integrin act MD
CC1=C(C(=O)Nc2ccc(Cl)cc2)C(c2cccs2)n2nnnc2N1 (configuration not stated)	3.6%	-8.9%	-16.5%	-3.6%	-1.5%	4.8%	-2.2%	-1.0	-0.8%	-19.4%
C=CCN1C(=O)c2ccc(C(=O)N(CCOC)c3c(N)n(CCCC)c(=O)[nH]c3=O)cc2C1=O	24.8%	2.6%	-4.8%	-1.5%	1.8%	x	0.6%	-4.1	-1.8%	18.1%
COc1cc2c(cc1OC)CN(CC(=O)Nc1ccc(F)cc1)C(C(=O)O)C2 (configuration not stated)	1.8%	-0.3%	-7.3%	0.1%	-8.1%	1.9%	2.2%	-1.0	-0.3%	20.1%
CCc1cc(-c2n[nH]c(C)c2-c2nc3ccccc3n2C)c(O)cc1O	u	-6.8%	-16.1%	-5.3%	2.1%	-5.2%	7.2%	-0.7	0.4%	20.5%
CCOC(=O)CC(NC(=O)Cc1ccc(F)cc1)c1ccccc1Cl (configuration not stated)	7.4%	-2.7%	-20.2%	-4.3%	-1.4%	8.6%	-6.9%	8.7	-0.5%	7.8%
CN(CCOC(=O)c1ccc2c(c1)OCCO2)Cc1ccccc1	u	11.9%	14.8%	-2.6%	-0.4%	17.5%	12.3%	1.5	0.2%	-28.2%
O=c1oc2ccccc2n1Cc1cccc(Cl)c1	24.6%	-0.1%	-1.9%	-1.8%	1.4%	1.4%	16.3%	7.2	0.5%	-23.4%
O=C(Nc1nnc(C2CC2)s1)c1cccs1	u	28.8%	88.6%	-4.0%	-3.0%	17.7%	5.8%	-0.2	-0.4%	31.1%
O=C(CSc1nc2c(c(=O)n1-c1ccc(F)cc1)SCC2)NCc1ccco1	2.1%	u	-4.5%	-3.0%	x	0.4%	-2.3%	-3.2	-0.1%	-12.2%
COc1ccc(OCCC(=O)OCC(=O)NCCc2ccccc2)cc1	-11.3%	4.3%	4.0%	0.5%	5.5%	-6.4%	-12.5%	2.7	0.5%	9.1%
COc1ccc2cc(C(c3nnnn3C3CCCCC3)N3CCCCCC3)c3nnnn3c2c1 (configuration not stated)	x	x	-11.5%	-2.9%	0.7%	x	x	x	x	6.3%
O=C(O)c1cccc(-c2ccc(/C=N/Nc3ccc([N+](=O)[O-])cc3)o2)c1	23.3%	-0.2%	-3.7%	20.3%	5.2%	30.1%[activator]	-9.1%	u	-0.3%	-5.9%
COc1ccc(C(C)(C)C)cc1NC(=O)c1cncc(Br)c1	-7.3%	7.0%	-30.7%	0.2%	3.5%	-2.0%	4.8%	18.3	-0.6%	u
CC(C)CC(NC(=O)OC(C)(C)C)C(=O)NC(C(=O)N1CCCC1C(N)=O)C(C)C (configuration not stated)	0.6%	4.4%	-23.9%	-0.4%	-5.5%	-7.3%	-2.9%	3.0	0.0%	2.3%
Cn1nnnc1SCCNC(=O)C1CCC(=O)N(CCc2cccc(F)c2)C1 (configuration not stated)	10.2%	1.7%	1.4%	-7.1%	5.4%	-1.6%	1.7%	-0.3	0.6%	0.3%
N#Cc1cc(Sc2ccccn2)c(Sc2ccccn2)cc1C#N	-9.4%	-1.0%	-29.1%	-8.1%	-5.7%	-9.2%	3.7%	-0.4	-0.1%	28.2%
Cc1cccc(-c2nc3cc(NC(=O)C4CCCO4)ccc3o2)c1 (configuration not stated)	u	u	-17.4%	-4.2%	-13.3%[46.1 µM]	3.4%	11.2%	19.1	0.2%	-15.4%
COc1ccccc1C(CNC(=O)C1COc2ccccc2O1)N1CCCC1 (configuration not stated)	-0.4%	3.5%	-6.2%	-3.0%	x	x	5.4%	0.8	-0.2%	23.2%
CCOC(=O)Cc1csc(SCC(=O)N2CCN(c3ccccc3)CC2)n1	-22.8%	-1.3%	-16.0%	-1.9%	2.8%[46.1 µM]	x	-1.1%	x	-0.6%	-4.4%
c1csc(-c2nc3nc4ccccc4nc3n2Cc2ccc3c(c2)OCO3)c1	u	-7.0%	34.2%	1.5%	6.0%	12.5%	8.1%	1.8	-0.5%	-18.0%
Cc1ccc(OCC(=O)Nc2ccc(N3CCOCC3)cc2)c([N+](=O)[O-])n1	-25.2%	-2.1%	-6.9%	-1.0%	-17.6%	13.0%	0.9%	-3.5	0.1%	7.4%
CN1CN=C(NS(=O)(=O)c2ccc([N+](=O)[O-])cc2)NC1	3.4%	0.9%	-0.9%	-2.2%	1.9%	11.3%	2.4%	0.8	0.1%	-16.3%
Cc1c(CCO)c(=O)n2c([nH]c3ccccc32)c1C#N	-23.3%	-2.0%	0.0%	-3.3%	-1.9%	-7.8%	5.3%	-0.5	0.3%	-14.8%
O=C(CCc1ccccc1)N=C1SC2CS(=O)(=O)CC2N1c1ccccc1 (configuration not stated)	18.2%	1.4%	-19.4%	1.8%	-3.7%	-2.8%	5.3%	2.8	-0.2%	0.0%
O=C(NCCc1c[nH]c2ccccc12)C1CCN(S(=O)(=O)c2ccccc2F)CC1	u	-3.6%	-5.7%	0.4%	3.6%	-3.9%	-8.5%	8.7	0.3%	-3.2%
CCC(C)(C)NC(=O)C1CCN(c2nc(OC)nc(OC)n2)CC1	6.2%	-1.0%	-15.1%	-1.8%	6.4%	7.1%	1.4%	-0.2	-0.1%	-5.4%
Cc1ccc(Cn2c(=N)c(C(=O)NC3CCCCC3)cc3c(=O)n4ccccc4nc32)cc1	7.5%	-5.1%	-1.0%	-0.6%	-0.4%	7.4%	9.8%	15.1	0.4%	-34.4%
Cc1nn(-c2ccccc2)cc1/C=N/NS(=O)(=O)c1ccccc1	29.8%	15.6%	31.6%	-0.3%	7.7%[46.1 µM]	-8.8%	-1.9%	-1.3	-0.7%	2.5%
O=C(NC(CO)C(=O)OCc1ccccc1)OCc1ccccc1 (configuration not stated)	-0.3%	-2.6%	-6.4%	-0.2%	-1.6%	x	9.5%	19.9	0.0%	5.0%
c1ccc2c(c1)CCCn1nnnc1-2	-0.1%	1.8%	7.7%	-1.6%	-3.3%	-9.7%	1.4%	-0.2	-0.3%	8.8%
C[C@@H](C(=O)Nc1ccccc1N1CCOCC1)N1C(=O)C2CC=CCC2C1=O (some centres not stated)	1.8%	-1.9%	-7.4%	-4.7%	-20.3%	3.2%	0.2%	-2.7	-1.2%	-0.5%
N/C(=N\OC(=O)CCn1cccc(C(F)(F)F)c1=O)c1ccc(OC(F)(F)F)cc1	-16.6%	-2.2%	-9.9%	-2.4%	-2.8%	-9.8%	-4.7%	-3.0	-0.3%	-4.6%
CCC(CC)c1nnc(NC(=O)c2c(C)nn(Cc3ccccc3Cl)c2C)s1	-21.4%	u	-25.2%	-2.0%	1.0%	5.7%	-2.1%	6.4	0.1%	12.1%
O=C1OCCN1S(=O)(=O)Nc1ccccc1	0.6%	0.5%	-0.3%	-3.0%	-0.3%	-3.3%	0.3%	2.7	-0.3%	-1.3%
O=C(/C=C/c1ccc([N+](=O)[O-])cc1)NCCc1ccc(F)cc1	u	1.7%	-27.2%	-0.6%	-0.1%	25.4%	-1.5%	25.1	0.0%	-18.5%
CC1(C)C2CCC1(C(=O)O)c1nc3ccccc3nc12 (configuration not stated)	11.2%	-2.2%	3.0%	-1.3%	6.3%	-1.3%	-1.8%	1.7	-0.4%	-20.5%
O=C(/C=C/N1CCN(Cc2ccccc2)CC1)C(F)(F)F	-3.7%	-0.1%	-6.0%	-2.8%	1.5%	9.4%	7.9%	-0.6	-0.1%	2.5%
O=C(C1CC1)N1CCc2cc(Br)cc(S(=O)(=O)NCc3ccc4c(c3)OCO4)c21	u	-6.4%	-8.6%	-4.3%	2.6%	8.3%	-2.0%	-1.8	0.2%	-7.4%
Cc1ccc(C2CC(=O)NC(SCC(=O)Nc3nccs3)=C2C#N)cc1 (configuration not stated)	-2.0%	-5.5%	-17.5%	-1.3%	-60.1%	-0.8%	0.4%	-1.4	-0.5%	5.7%
CN1CCN(C(=O)NC2CCCN2S(=O)(=O)c2ccc(Cl)cc2)CC1 (configuration not stated)	4.1%	5.5%	-0.2%	0.4%	-2.5%	12.3%	-3.6%	1.3	-0.7%	-3.2%

Two of the compounds above, as labelled records.
molecule: C[C@@H](C(=O)Nc1ccccc1N1CCOCC1)N1C(=O)C2CC=CCC2C1=O (some centres not stated)
  ELG1 repair inh: 1.8%
  p53 reactivator: -1.9%
  BRCA1 expr act: -7.4%
  PTAP TSG101 blk: -4.7%
  TCR act: -20.3%
  CXXC DNA block: 3.2%
  AT treatment: 0.2%
  TRPV1 agonist: -2.7
  B2AR arrestin: -1.2%
  Integrin act MD: -0.5%

molecule: N/C(=N\OC(=O)CCn1cccc(C(F)(F)F)c1=O)c1ccc(OC(F)(F)F)cc1
  ELG1 repair inh: -16.6%
  p53 reactivator: -2.2%
  BRCA1 expr act: -9.9%
  PTAP TSG101 blk: -2.4%
  TCR act: -2.8%
  CXXC DNA block: -9.8%
  AT treatment: -4.7%
  TRPV1 agonist: -3.0
  B2AR arrestin: -0.3%
  Integrin act MD: -4.6%
